Assay outcomes as filed in PubChem BioAssay.
procasp7 counter: activates human procaspase-7, counter-screen for procaspase-3 activators; P55210; recombinant procaspase-7, Ac-DEVD-pNA absorbance 405 nm; D23A/D198A/D206A triple mutant, cannot self-cleave; scale: DMSO 0, 5 µM enzyme 100; activation, % at 8.5 µM; 330,000 tested, 0.093% active; AID 463210;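 active = percent activation above the screen-wide mean plus 3 SD, cut at about 25% in these data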
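Assay system – Uncleavable procaspase-7 mutant enzyme · Quantity – 2 µM procaspase-7 mutant as dispensed · Times – 1 h preincubation, 2 h reaction · Dosing – single nominal 8.5 µM compound dose, 0.8% DMSO final · Buffer or medium – Zinc-free 50 mM HEPES buffer, pH 7.4, with NaCl and Triton X-100 · Detection – Epi-absorbance of released pNA at 405 nm, two timepoints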
CIT2 TOR yeast: modulators of TOR pathway CIT2-GFP in S. cerevisiae; S. cerevisiae CIT2-GFP strain, flow cytometry, 3 h; 100 means same as DMSO wells; GFP response vs DMSO, % at 10 µM; 320,000 tested, 0.065% active; AID 2029;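 active = GFP response relative to DMSO above a set limit, near the screen mean plus 3 SD, cut at about 150% in these data; inconclusive = Fewer than 70 cells measured for a yeast strain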;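 note: ratio of well median GFP fluorescence to mean of DMSO wells on the plate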
LAP4 TOR yeast: alters LAP4-GFP fluorescence in TOR pathway yeast screen; AID 2023; S. cerevisiae LAP4-GFP multiplex, flow cytometry GFP, 3 h; median GFP as percent of DMSO wells; 320,000 tested, 0.34% active; GFP response vs DMSO, % at 10 µM;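 active = GFP response vs DMSO above a set limit, about the screen mean plus 3 SD, cut at about 150% in these data; inconclusive = under 70 cell events counted for the yeast strain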
AGP1 TOR yeast: yeast TOR pathway AGP1-GFP modulation | S. cerevisiae AGP1-GFP multiplex flow cytometry, 3 h; GFP as percent of DMSO wells | GFP response vs DMSO, % at 10 µM | 320,000 tested, 0.02% active | AID 2066;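 active = GFP response relative to DMSO above a set limit, near screen average plus 3 SD, cut at about 150% in these data; inconclusive = fewer than 70 cells counted for the yeast strain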;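 note: median GFP channel fluorescence of the gated AGP1 strain per well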
proCasp3 act: procaspase-3 (human) activation | activation, % at 8.5 µM | P42574 | recombinant procaspase-3 D3A, Ac-DEVD-pNA absorbance 405 nm | AID 463141 | 330,000 tested, 0.11% active;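 active = activation above the mean of all tested compounds plus 3 SD, cut at about 21% in these data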;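 note: 0% = DMSO alone and 100% = DMSO wells spiked with extra 5 µM PC-3 D3A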
Target sequence (P42574 whole entry D9A/D28A/D175A): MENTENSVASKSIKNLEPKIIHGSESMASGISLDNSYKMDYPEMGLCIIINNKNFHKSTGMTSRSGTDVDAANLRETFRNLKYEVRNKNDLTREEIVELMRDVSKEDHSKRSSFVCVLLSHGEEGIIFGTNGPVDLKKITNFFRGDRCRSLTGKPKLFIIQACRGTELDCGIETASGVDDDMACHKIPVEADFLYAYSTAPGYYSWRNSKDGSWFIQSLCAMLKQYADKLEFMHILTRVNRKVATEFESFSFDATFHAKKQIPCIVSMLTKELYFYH
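Assay system – Procaspase-3 D3A mutant, all three cleavage aspartates alanine · Controls – DMSO-only low control, 5 µM PC-3 D3A high control · Schedule – 1 h compound preincubation, 2 h substrate hydrolysis at 25 °C · Signal – 405 nm absorbance of p-nitroaniline, reads at 0 and 120 min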
RPL19A-GFP yeast: modulators of TOR pathway RPL19A-GFP in S. cerevisiae; percent response vs DMSO, % at 10 µM; 330,000 tested, 0.3% active; AID 2025; S. cerevisiae RPL19A-GFP strain, flow cytometry, 3 h; hits give low values;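 active = percent response vs DMSO below 50%; inconclusive = fewer than 70 events counted for the yeast strain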;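 note: median channel GFP fluorescence of the barcoded RPL19A-GFP strain; ratio of sample median GFP to plate DMSO average so 100% = DMSO; lower means less RPL19A-GFP as with rapamycin TOR inhibition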
AHR activator: activates the human aryl hydrocarbon receptor. P35869. AHR-responsive luciferase reporter cells, luminescence. activation, % at 5 µM. 320,000 tested, 2.5% active; in the data active = activation above about 47%;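 note: 0% = vehicle wells and 100% = reference agonist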
Target sequence (P35869 whole entry, looked up): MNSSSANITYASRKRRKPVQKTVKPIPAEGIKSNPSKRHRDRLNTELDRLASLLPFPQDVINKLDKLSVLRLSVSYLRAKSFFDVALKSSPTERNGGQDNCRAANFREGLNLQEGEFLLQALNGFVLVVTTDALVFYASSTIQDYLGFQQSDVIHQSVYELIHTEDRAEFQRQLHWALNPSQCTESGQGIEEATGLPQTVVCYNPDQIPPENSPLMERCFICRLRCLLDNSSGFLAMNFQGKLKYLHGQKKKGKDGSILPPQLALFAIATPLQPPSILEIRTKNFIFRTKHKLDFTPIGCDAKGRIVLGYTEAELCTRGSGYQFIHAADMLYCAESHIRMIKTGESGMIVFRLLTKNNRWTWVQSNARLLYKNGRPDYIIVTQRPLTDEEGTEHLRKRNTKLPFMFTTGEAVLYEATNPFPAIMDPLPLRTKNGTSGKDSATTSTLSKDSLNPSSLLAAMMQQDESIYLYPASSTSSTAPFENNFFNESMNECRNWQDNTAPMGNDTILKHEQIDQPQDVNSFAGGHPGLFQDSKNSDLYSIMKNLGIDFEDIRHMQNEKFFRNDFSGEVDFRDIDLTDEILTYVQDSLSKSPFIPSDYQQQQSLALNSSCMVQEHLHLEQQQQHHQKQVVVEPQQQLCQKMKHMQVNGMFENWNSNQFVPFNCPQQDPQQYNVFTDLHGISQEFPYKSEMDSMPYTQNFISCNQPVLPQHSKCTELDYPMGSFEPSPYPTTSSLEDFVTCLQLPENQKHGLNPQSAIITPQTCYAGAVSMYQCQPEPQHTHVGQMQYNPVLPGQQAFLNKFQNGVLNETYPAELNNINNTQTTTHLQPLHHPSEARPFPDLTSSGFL
MEP2-GFP yeast: modulators of TOR pathway MEP2-GFP in S. cerevisiae | S. cerevisiae MEP2-GFP strain, flow cytometry GFP, 3 h; 100% = DMSO control level | GFP response vs DMSO, % at 10 µM | 330,000 tested, 0.51% active;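 active = GFP response versus DMSO above a set limit, roughly screen mean plus 3 SD, cut at about 180% in these data; inconclusive = fewer than 70 cells counted for a yeast strain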;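 note: median GFP fluorescence of the barcode-gated MEP2-GFP cells per well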
The depositor's hits bear a star; ? = inconclusive; . = no result given; [ ] = another dose, or the depositor's remark.

entry | smiles | procasp7 counter | CIT2 TOR yeast | LAP4 TOR yeast | AGP1 TOR yeast
1 | COc1ccc(S(=O)(=O)NCC(=O)Nc2ccc(F)cc2)cc1 | 3 | 97 | 95 | 95
2 | COc1cc(/C=C/C(=O)c2ccc([N+](=O)[O-])o2)ccc1O | -11 | ? | 232*[may fluoresce violet] | 32[may fluoresce violet]
3 | CCN(CC)c1ccc(NC(=O)Nc2ccc(C(C)=O)cc2)cc1 | -22 | 91 | 102 | 98
4 | Cc1ccc(N(CCC#N)C(=O)COC(=O)C2CCN(S(=O)(=O)c3ccc(C)c(C)c3)CC2)cc1 | 2 | 96 | 119 | 116
5 | Cc1cc(C2=NNC(=Nc3ccccc3)SC2)c(C)n1C | 0 | 96 | 100 | 82
6 | CCCNC(=O)Nc1nccs1 | 10 | 99 | 98 | 105
7 | O=C1C(Cl)=C(Nc2cccc(O)c2)C(=O)N1Cc1ccccc1 | 1 | . | 95 | 88
8 | COc1cc(C(=O)NC2CC(C)(C)NC(C)(C)C2)cc(OC)c1OC | -5 | 99 | 98 | 92
9 | Fc1ccc(C2CC(c3ccc(F)cc3)n3ncnc3N2)cc1 (configuration not stated) | 1 | 91 | 81 | 104
10 | CCOc1ccc(NS(=O)(=O)c2ccc(OC)c(NC(=O)c3ccc4c(c3)OCCO4)c2)cc1 | 7 | 90 | 101 | 104
11 | CC(NC(=O)OC(C)(C)C)C(=O)Oc1cc2oc(=O)cc(-c3ccccc3)c2cc1Cl (configuration not stated) | -4 | 110 | 86 | 85
12 | Cc1ccc(NC(=O)c2ccoc2C)cc1C | -3 | 107 | 97 | 102
13 | O=C(NCC1CCCCC1)C1(CC2CC(c3cccc(Br)c3)=NO2)CCNCC1 (configuration not stated) | 2 | 93 | 118 | 94
14 | CC(C)(C)C(=O)NC(=S)NNC(=O)c1ccc(-c2ccccc2)cc1 | -13 | 94 | 246* | 88
15 | O=C(O)C1CCCCC1C(=O)NCCc1c[nH]c2ccccc12 (configuration not stated) | -8 | 110 | 103 | 108

entry | proCasp3 act | RPL19A-GFP yeast | AHR activator | MEP2-GFP yeast
1 | 4 | 96 | 1 | 96
2 | -6 | 70[may fluoresce violet] | 4 | 161[may fluoresce violet]
3 | -5 | 101 | 9 | 101
4 | 0 | 102 | -1 | 103
5 | -6 | 91 | 3 | 64
6 | 3 | 98 | 0 | 101
7 | -6 | 87 | -2 | 98
8 | -8 | 97 | 0 | 104
9 | -3 | 98 | -4 | 97
10 | -7 | 107 | -1 | 134
11 | 0 | 92 | 0 | 94
12 | 15 | 107 | 11 | 99
13 | -3 | 96 | -1 | 107
14 | -4 | 89 | 3 | 126
15 | -4 | 105 | 16 | 106

2 neighbouring records out of the list so far, for reference:
entry | smiles | procasp7 counter | CIT2 TOR yeast | LAP4 TOR yeast | AGP1 TOR yeast
1 | COc1ccc(S(=O)(=O)NCC(=O)Nc2ccc(F)cc2)cc1 | 3 | 97 | 95 | 95
2 | COc1cc(/C=C/C(=O)c2ccc([N+](=O)[O-])o2)ccc1O | -11 | ? | 232*[may fluoresce violet] | 32[may fluoresce violet]

entry | proCasp3 act | RPL19A-GFP yeast | AHR activator | MEP2-GFP yeast
1 | 4 | 96 | 1 | 96
2 | -6 | 70[may fluoresce violet] | 4 | 161[may fluoresce violet]

Other entries:
entry | smiles | procasp7 counter | CIT2 TOR yeast | LAP4 TOR yeast | AGP1 TOR yeast
16 | OC(CN1CCCCC1)Cn1c2ccc(Cl)cc2c2cc(Cl)ccc21 (configuration not stated) | -6 | 95 | 95 | 93
17 | Cc1cc(=O)oc2cc(NC(=O)c3cccc(S(C)(=O)=O)c3)ccc12 | -2 | 110 | 97 | 103
18 | CCc1nnc(NC(=O)C2CC(=O)N(C3CCCCC3)C2)s1 (configuration not stated) | 1 | 103 | 92 | 101
19 | O=C(NCc1nnc2c3ccccc3c(-c3ccccc3)nn12)c1ccc(Cl)cc1 | -3 | 94 | 95 | 95
20 | Cc1ccc(S(=O)(=O)NC(C(=O)Oc2cc3oc(=O)cc(C)c3cc2Cl)C(C)C)cc1 (configuration not stated) | 3 | 90 | 104 | 98
21 | CC(C)(C)c1ccc(OCCC(=O)NCCc2ccc(S(N)(=O)=O)cc2)cc1 | . | 87 | 84 | 91
22 | CCn1cc([N+](=O)[O-])c(C(=O)Nc2ccn(Cc3ccccc3)n2)n1 | 0 | 107 | 109 | 105
23 | COc1ccc(C(=O)N2CCCC2(C#N)c2ccccc2)cc1[N+](=O)[O-] (configuration not stated) | -1 | 105 | 97 | 103
24 | COc1ccc(OC)c(/C=N/NC(=O)C(=O)NCc2cccnc2)c1 | 4 | 93 | 102 | 103
25 | CCOC(=O)c1c(N)sc(C(C)=O)c1C | -12 | 109 | 102 | 98
26 | CCCN(C(=O)CSCc1c(C)noc1C)c1c(N)n(Cc2ccccc2)c(=O)[nH]c1=O | 6 | 85 | 96 | 100
27 | COc1ccc(C)cc1S(=O)(=O)N(CC(=O)NCc1ccco1)c1ccc(C)cc1 | 10 | 101 | 90 | 107
28 | COC(=O)c1c(-c2ccc(C)cc2)csc1NC(=S)NC(=O)c1cc(OC)cc(OC)c1 | -2 | 108 | 101 | 110
29 | O=C(CC1Oc2ccccc2NC1=O)NCCc1ccccc1 (configuration not stated) | 9 | 91 | 100 | 98
30 | N#Cc1nc(/C=C/c2ccccc2)oc1NCCCN1CCOCC1 | 5 | 109 | 119 | 114

entry | proCasp3 act | RPL19A-GFP yeast | AHR activator | MEP2-GFP yeast
16 | -11 | 95 | 2 | 98
17 | -2 | 109 | 20 | 107
18 | -2 | 102 | 1 | 100
19 | -8 | 97 | 1 | 89
20 | -15 | 104 | 2 | 96
21 | . | 106 | . | 100
22 | 1 | 105 | 0 | 107
23 | 1 | 104 | 1 | 107
24 | 8 | 98 | 10 | 91
25 | 3 | 100 | 2 | 99
26 | 1 | 91 | -2 | 92
27 | -4 | 103 | -4 | 92
28 | 7 | 105 | 3 | 106
29 | 3 | 96 | 9 | 109
30 | 4 | 103 | 15 | 105

Remaining list, next part
entry | smiles | procasp7 counter | CIT2 TOR yeast | LAP4 TOR yeast | AGP1 TOR yeast
31 | COc1ccc(Cc2nnc(Nc3ccccc3)s2)cc1Br | -6 | 100 | 93 | 100
32 | CC(C)C(C(=O)Nc1nccs1)c1ccccc1 (configuration not stated) | 2 | 99 | 100 | 100
33 | Cc1cc(/C=N/n2cnnc2)c(C)n1-c1ccc(OCc2ccccc2F)cc1 | -4 | 88 | 110 | 92
34 | CCOc1ccccc1N1CC(C(=O)Nc2ccc(C(=O)O)cc2)CC1=O (configuration not stated) | 6 | 96 | 95 | 104
35 | CCOc1cc(/C=C2/SC(=S)NC2=O)ccc1OC(=O)c1ccco1 | -9 | 101 | 100 | 104
36 | Cc1c(N2C(=O)/C(=C\c3ccc(N(C)C)cc3)N(C)C2=S)c(=O)n(-c2ccccc2)n1C | 5 | 98 | 92 | 96
37 | CC(NCc1ccc(N(C)C)cc1)C1CC2CCC1C2 (configuration not stated) | -2 | 100 | 97 | 93
38 | CCN(CC)CCn1c(N)c(S(=O)(=O)c2ccccc2)c2nc3ccccc3nc21 | -4 | 87 | 96 | 91
39 | C[C@H]1C=C(C(=O)NCc2nc3ccccc3[nH]2)O[C@@H](OCCCCO)C1 | -21 | 86 | 101 | 86
40 | CN(C)CCN1C(=O)C(O)=C(C(=O)c2cc3ccccc3o2)C1c1ccc(N(C)C)cc1 (configuration not stated) | 2 | 107 | 108 | 109
41 | COc1ccc(CC(=O)NC2CCS(=O)(=O)C2)cc1 (configuration not stated) | 9 | 110 | 101 | 115
42 | O=C(Cc1ccccc1[N+](=O)[O-])OCC(=O)N1CCN(c2ccccc2)CC1 | 11 | 110 | 103 | 102
43 | COc1ccc(Cl)cc1NC(=O)CNc1ccccc1F | 2 | 79 | 106 | 94
44 | CCOc1cccc(C(=O)Nc2cccc(-c3nnc(-c4ccccc4)o3)c2)c1 | -3 | 95 | 102 | 106
45 | C/C(=N\Nc1nc(C)cc(-c2ccccc2)n1)c1ccc(O)cc1 | 1 | 105 | 99 | 97

entry | proCasp3 act | RPL19A-GFP yeast | AHR activator | MEP2-GFP yeast
31 | 6 | 103 | 13 | 104
32 | -4 | 93 | -1 | 97
33 | 0 | 94 | -1 | 93
34 | -1 | 99 | 1 | 107
35 | -9 | 94 | 5 | 98
36 | -5 | 95 | 12 | 108
37 | 1 | 93 | 2 | 97
38 | -1 | 94 | 2 | 94
39 | -27 | 94 | 0 | 95
40 | 0 | 106 | 9 | 113
41 | -2 | 106 | 0 | 107
42 | 4 | 104 | -1 | 88
43 | -1 | 100 | 3 | 100
44 | -2 | 97 | 0 | 101
45 | 0 | 103 | 30 | 106

Going on with the list.
entry | smiles | procasp7 counter | CIT2 TOR yeast | LAP4 TOR yeast | AGP1 TOR yeast
46 | COc1ccc(Cl)cc1NC(=O)[C@@H]1CCCN1C(=O)c1cccs1 | -5 | 97 | 93 | 96
47 | O=C(O)c1ccc(Nc2nc(-c3cccnc3)cs2)cc1 | -5 | 111 | 98 | 109
48 | Cn1c(SCCCC(=O)c2ccc(F)cc2)nnc1-c1ccncc1 | 9 | 101 | 94 | 97
49 | O=C(CN1C(=O)C2C3CCC(C3)C2C1=O)Oc1ccc2ccccc2c1 (configuration not stated) | 5 | 97 | 88 | 90
50 | COc1ccc(S(=O)(=O)Nc2ccc3c(c2)n(C)c(=O)n3C)cc1C | 6 | 103 | 97 | 96
51 | CCOC(=O)C1CCN(C(=O)CNC(=O)OC(C)(C)C)CC1 | -11 | 108 | 100 | 101
52 | C=CCn1c(SCC(=O)c2cc(C)n(CC3CCCO3)c2C)nnc1-c1ccccc1 (configuration not stated) | 9 | 95 | 94 | 105
53 | CC(=O)C1=NOC(CNC(=O)c2c(-c3ccccc3Cl)noc2C)C1 (configuration not stated) | 4 | ? | ? | ?
54 | O=C(Nc1cccc2c1CCCC2)c1cc([N+](=O)[O-])cc([N+](=O)[O-])c1 | 8 | 101 | 101 | 110

entry | proCasp3 act | RPL19A-GFP yeast | AHR activator | MEP2-GFP yeast
46 | 8 | 104 | 22 | 101
47 | -6 | 103 | 6 | 105
48 | -1 | 94 | -1 | 97
49 | 0 | 100 | 9 | 94
50 | -11 | 102 | 23 | 103
51 | -2 | 97 | 1 | 105
52 | 10 | 94 | 3 | 105
53 | -4 | ? | 1 | 76[may fluoresce red and violet]
54 | -8 | 103 | 26 | 107

3 records picked at random from those above, as already listed:
entry | smiles | procasp7 counter | CIT2 TOR yeast | LAP4 TOR yeast | AGP1 TOR yeast
47 | O=C(O)c1ccc(Nc2nc(-c3cccnc3)cs2)cc1 | -5 | 111 | 98 | 109
54 | O=C(Nc1cccc2c1CCCC2)c1cc([N+](=O)[O-])cc([N+](=O)[O-])c1 | 8 | 101 | 101 | 110
52 | C=CCn1c(SCC(=O)c2cc(C)n(CC3CCCO3)c2C)nnc1-c1ccccc1 (configuration not stated) | 9 | 95 | 94 | 105

entry | proCasp3 act | RPL19A-GFP yeast | AHR activator | MEP2-GFP yeast
47 | -6 | 103 | 6 | 105
54 | -8 | 103 | 26 | 107
52 | 10 | 94 | 3 | 105
